TNAP inh noacc – human TNAP enzyme inhibitors, primary screen, biochemical, luminescent, no phosphate acceptor, uHTS; Alkaline phosphatase, tissue-nonspecific isozyme (Homo sapiens), P05186; purified TNAP, CDP-star luminescence, 30 min; inhibition, % at 20 µM; 200,000 compounds, 0.26% hits; AID 1012, 2008;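 active = tissue-nonspecific alkaline phosphatase inhibition above about 50% at 20 µM in the single-dose screen, limit read from the data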;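 also: 0% = DMSO negative control and 100% = EDTA positive control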
Target sequence (P05186 whole entry, looked up): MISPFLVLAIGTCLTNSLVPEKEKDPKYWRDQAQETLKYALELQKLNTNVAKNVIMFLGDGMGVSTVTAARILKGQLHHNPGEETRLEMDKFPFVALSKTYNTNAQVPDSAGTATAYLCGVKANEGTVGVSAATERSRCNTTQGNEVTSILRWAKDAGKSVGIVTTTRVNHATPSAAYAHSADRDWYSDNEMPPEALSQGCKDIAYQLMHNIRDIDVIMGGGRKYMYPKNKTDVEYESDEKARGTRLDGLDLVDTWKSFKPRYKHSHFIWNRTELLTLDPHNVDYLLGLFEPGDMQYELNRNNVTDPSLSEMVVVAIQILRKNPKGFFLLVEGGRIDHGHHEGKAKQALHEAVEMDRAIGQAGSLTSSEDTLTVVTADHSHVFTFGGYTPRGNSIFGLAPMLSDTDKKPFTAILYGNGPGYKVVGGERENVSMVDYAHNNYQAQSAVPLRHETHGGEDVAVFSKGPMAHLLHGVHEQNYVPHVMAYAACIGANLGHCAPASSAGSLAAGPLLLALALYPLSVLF
TNAP inh hiacc – human TNAP enzyme inhibitors, primary screen, biochemical, luminescent, high phosphate acceptor level, uHTS; purified TNAP, CDP-star luminescence, 1 M DEA; Alkaline phosphatase, tissue-nonspecific isozyme (Homo sapiens), P05186; inhibition, % at 20 µM; 200,000 compounds, 0.03% hits;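 active = over 50% inhibition of tissue-nonspecific alkaline phosphatase at 20 µM in the single-dose screen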;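 also: plate controls were DMSO wells for no effect and EDTA-quenched wells as full inhibition for full effect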
HMGR II inh – inhibitors of E. faecalis class II HMGR, primary screen, biochemical, Enterococcus faecalis; 190,000 compounds, 0.41% hits; purified E. faecalis HMGR, NADPH absorbance 340 nm kinetic; AID 1066, 2008; inhibition, % at 10 µM; HMG-CoA reductase (Enterococcus faecalis, mvaE);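 active = inhibition above a set limit, the median over all tested compounds plus 3 SD, cut at about 9.5% in these data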;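 also: enzyme runs in reverse so mevalonate oxidation gives rising NADPH absorbance; 0% = complete reaction with DMSO and 100% = background rate lacking mevalonate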
PPARg SRC-1 ag – PPARgamma agonists recruiting SRC-1 coactivator, primary screen, biochemical. 200,000 compounds, 0.41% hits. Peroxisome proliferator-activated receptor gamma (Homo sapiens), P37231. PPARgamma-SRC-1 coactivator recruitment biochemical assay. activation, % at 8 µM; in the data active = activation above about 19%;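 also: 0% = DMSO and 100% = reference agonist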
Target sequence (P37231 whole entry, looked up): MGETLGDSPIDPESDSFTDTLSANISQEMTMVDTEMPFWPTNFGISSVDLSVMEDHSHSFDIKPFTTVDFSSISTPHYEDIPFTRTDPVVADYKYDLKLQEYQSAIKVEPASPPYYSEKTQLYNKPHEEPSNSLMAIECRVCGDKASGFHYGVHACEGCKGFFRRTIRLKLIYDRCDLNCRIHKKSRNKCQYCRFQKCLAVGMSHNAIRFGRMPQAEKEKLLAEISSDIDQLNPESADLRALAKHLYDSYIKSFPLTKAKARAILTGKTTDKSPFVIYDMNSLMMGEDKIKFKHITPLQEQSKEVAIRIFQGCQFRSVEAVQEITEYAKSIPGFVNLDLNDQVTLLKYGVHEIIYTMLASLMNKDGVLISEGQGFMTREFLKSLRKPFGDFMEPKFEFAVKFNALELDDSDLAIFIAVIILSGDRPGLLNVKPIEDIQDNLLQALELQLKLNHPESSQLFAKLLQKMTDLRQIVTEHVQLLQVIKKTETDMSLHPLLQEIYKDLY
PPARg SRC-2 ag – agonists of PPARg-SRC-2 recruitment, primary screen, biochemical, HTS; Peroxisome proliferator-activated receptor gamma (Homo sapiens), P37231; PPARgamma LBD-SRC-2 recruitment; activation, % at 8 µM; 200,000 compounds, 0.34% hits; in the data active = activation above about 22%;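 also: 0% = vehicle and 100% = reference agonist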
bIAP activator – bovine intestinal alkaline phosphatase activators, primary screen, biochemical, bovine IAP, CDP-star luminescence; AID 1016, 2008; purified bovine IAP, 30 min; active compounds read high; fold of DMSO-control signal, blank-subtracted; 200,000 compounds, 0.17% hits; activation factor at 20 µM; alkaline phosphatase, intestinal [Bos taurus];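 active = activation factor of 2 or more at 20 µM, a signal rise over negative controls twice the positive control's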
bIAP inhibitor – bovine intestinal alkaline phosphatase inhibitors, primary screen, selectivity assay for TNAP inhibitor project, biochemical, bovine IAP, CDP-star luminescence. alkaline phosphatase, intestinal [Bos taurus]. AID 1019, 2008. inhibition, % at 20 µM. purified bovine IAP, 30 min. 190,000 tested, under 10 active;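 active = over 50% inhibition of intestinal alkaline phosphatase at 20 µM in the single-dose screen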
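System: Purified bovine intestinal alkaline phosphatase (IAP) enzyme | Input: IAP diluted 1/65,000,000 in the well | Also added: CDP-star chemiluminescent phosphatase substrate, 30 µM final | Dosing: 20 µM single dose | Times: Enzyme reaction for 30 min at room temperature | Detection: Luminescence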
TR-FRET SRC-2 ct – TR-FRET signal artefacts, primary screen, artefact control for PPARgamma SRC-2 agonist project, biochemical. TR-FRET artefact counter-screen; active compounds read high. TR-FRET ratio at 8 µM. 200,000 compounds, 0.4% hits. AID 1049, 2008; in the data active = TR-FRET ratio above about 2000; also: inactives centre near 1500
PPARg SRC-3 ag – PPARgamma agonists recruiting SRC-3 coactivator, primary screen, biochemical | Peroxisome proliferator-activated receptor gamma (Homo sapiens), P37231 | AID 731, 2007 | 200,000 compounds, 0.26% hits | activation, % at 8 µM | biochemical PPARgamma/SRC-3 coactivator recruitment assay; in the data active = activation above about 23%;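 also: 0% = DMSO and 100% = reference agonist; some compounds past the cut are filed as inactive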
TNAP act hi DEA – TNAP activators at high phosphate acceptor level, primary screen, biochemical, luminescence, uHTS; Alkaline phosphatase, tissue-nonspecific isozyme (Homo sapiens), P05186; purified TNAP, CDP-star luminescence, 1 M DEA, 30 min; active compounds read high; 0 = EDTA background, 1 = DMSO-only activity; activation factor at 20 µM; 200,000 tested, under 10 active;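 active = activation factor at least 2 at 20 µM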
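Control set: EDTA negative control, DMSO positive control / Assay system: human TNAP / Quantity: TNAP 1/800 final / Evaluation: TNAP activation factor scaled between EDTA and DMSO control wells / Measured by: luminescent substrate turnover signal / Compound dosing: one dose, 20 µM / Times: 30 min enzyme reaction at room temperature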
The depositor's hits bear a star; · = no result given. Rows were taken by chance, and some 1.6% of all compounds hit somewhere here.

SMILES	TNAP inh noacc	TNAP inh hiacc	HMGR II inh	PPARg SRC-1 ag	PPARg SRC-2 ag	bIAP activator	bIAP inhibitor	TR-FRET SRC-2 ct	PPARg SRC-3 ag	TNAP act hi DEA
CCOc1ncccc1C(=O)OCC(=O)Nc1cc(S(=O)(=O)N2CCOCC2)ccc1C	-4.9	2.5	-4.9	2.0	6.4	0.8	20.9	1605	9.6	1
O=C(NCC(=O)N(CC1CCCO1)C(C(=O)NC1CCCCC1)c1cccnc1)c1cccs1 (stereo not given)	0.4	1.9	-1.0	4.7	6.4	1.2	-15.6	1616	2.6	1
Cc1ccc(Nc2c([N+](=O)[O-])ccc3c2=NC2(CCCCC2)N=3)cc1	8.3	14.1	0.2	16.7	2.5	1.1	-6.1	1462	15.4	0.9
CCOc1ccc(-c2[nH]ncc2Oc2ccccc2OCC)c(O)c1	-9.5	-1.8	24.5*	2.4	-1.2	1.6	-59.2	1495	3.5	1
Cc1cc(C)n2nc(C(=O)N3CCOCC3)nc2n1	-1.6	-3.3	0.7	8.5	-0.5	1	0.9	1497	5.2	1
O=C(Nc1ccc(Cl)cc1)NC1(C(=O)NCCCN2CCOCC2)CCCCC1	-16.7	0.8	-0.8	3.5	-0.6	2.8*	-176.5	1515	1.0	1
CCOC(=O)N1CCN(C(=O)C(C)SCc2ccccc2)CC1 (stereo not given)	-14.0	-7.9	-3.5	2.7	0.8	1	-3.7	1531	-1.4	1.1
CNc1nc(C)c(C#N)c(-c2ccccc2)c1C(C)=O	-4.3	0.3	0.8	-1.1	-0.6	0.8	15.6	1419	-6.6	1
COc1cccc(CNCC(=O)N2C(C)CCCC2C)c1 (stereo not given)	-13.0	-7.0	1.2	9.7	-0.7	1	-4.1	1601	-1.4	1.1
CN1CCN(CC(O)COCCOc2ccc(Br)cc2)CC1 (stereo not given)	-8.4	0.1	2.3	2.5	-5.2	1.1	-9.9	1531	-1.6	1
COc1ccc(NC(=O)Cc2c(Sc3ccccc3)c3ccccc3n2C)cc1	-8.1	-9.2	-7.2	1.9	14.3	0.7	31.7	1556	1.8	1.1
Nc1nnc(SCc2ccc(F)cc2)s1	-9.8	0.7	-7.0	0.1	2.9	0.9	12.5	1505	-5.3	1
CCOC(=O)c1ccc(NC(=S)N2CCN(c3ccc(N4CCOCC4)nn3)CC2)cc1	-7.3	-1.8	3.1	5.6	1.6	1.1	-5.7	1591	4.0	1
O=C(CSc1nnc2ccc3ccccc3n12)N1CCOCC1	-3.6	-2.9	-2.7	6.8	4.3	0.9	7.6	1705	4.2	1
O=C(NCc1cccs1)c1cc(-c2cccs2)on1	-14.2	-1.8	-7.2	2.3	5.5	0.9	12.8	1363	6.1	1
COc1cccc(OC)c1OCCCOc1ccc([N+](=O)[O-])cc1Cl	-17.9	-3.2	-3.1	-12.6	0.7	1	2.8	1309	2.5	1
Cc1ccc(C2=NN(CC(=O)NCc3cccs3)C(=O)CC2)cc1	-9.9	-4.6	-6.2	-1.4	8.2	1	0.8	1561	2.3	1
O=C(Nc1ccncc1)c1ccc(-c2ccccc2)cc1	-9.5	-3.5	1.9	1.4	-1.6	0.8	20.7	1551	4.6	1
Cc1nn(S(=O)(=O)N(C)C)c(C)c1CN1C(=O)c2ccccc2C1=O	-8.3	-0.7	0.8	-9.0	-7.9	0.8	18.9	1313	-21.7	1
CCC(C)NCCCOc1ccc([N+](=O)[O-])cc1 (stereo not given)	-13.7	-1.0	5.9	6.0	-5.4	1	4.7	1424	1.7	1
O=C(NCc1cccnc1)c1ccc(-c2ccccc2[N+](=O)[O-])o1	1.5	-0.4	5.0	-1.2	-6.1	1	-1.6	1643	0.3	1
Cn1c(=O)c2ncn(CC(=O)Nc3nc(-c4ccc(Cl)cc4)cs3)c2n(C)c1=O	-1.0	-2.8	1.5	2.5	-1.0	1.1	-14.9	1430	2.9	1
Cc1nc(C(F)(F)F)c(C(=O)N/N=C(\N)c2cccnc2)s1	-6.7	-2.9	-5.2	0.2	-0.8	0.9	5.4	1381	3.0	1
c1ccc(CN=C2NN=C(c3cc4ccccc4o3)CS2)cc1	-9.9	0.8	-2.1	-4.1	-1.6	0.9	11.5	1472	-1.7	1
CC(C)CC(=O)Nc1ccccc1Oc1ccccc1	-12.7	-7.1	-5.8	1.9	3.2	0.9	14.9	1537	-5.5	1.1
O=C(COc1ccc(Cl)cc1Cl)N1CCCC1	-17.2	-4.2	2.2	1.2	1.9	1	-2.2	1413	-1.5	1
COc1ccc(C2N(C(=O)c3ccccc3)CCN2C(=O)c2ccccc2)cc1	-11.7	-1.2	-2.8	-4.7	-7.1	1	3.1	1596	0.9	1
CN1CCN(C(=S)c2ccc(N(C)C)cc2)CC1	-7.4	-0.6	0.7	7.2	3.2	1	4.4	1535	25.1	1
COC(=O)C1CC(c2ccc(Cl)cc2)=NO1 (stereo not given)	-6.8	-5.2	-7.7	8.9	-0.2	1.1	-9.6	1425	-1.9	1.1
O=C(N/C=C/c1ccco1)NCc1ccccc1	-23.4	-0.3	-1.3	-3.6	-4.8	1.2	-20.2	1668	1.7	1
Cc1cccc2cc(C#N)c(N3CCC(O)CC3)nc12	-0.7	-1.4	-0.7	2.6	-0.4	1.1	-12.7	1663	2.4	1
O=C1c2ccccc2C(=O)N1OCc1c(F)cccc1Cl	-2.3	-4.7	-6.0	-0.7	3.2	1	2.9	1475	2.1	1
CSc1ccccc1NC(=O)CO/N=C(\C)c1cc2ccccc2o1	-9.7	-10.3	-0.2	-0.1	-4.0	1	2.8	1633	0.5	1.1
O=C(NCCC1=CCCCC1)c1ccc(=O)oc1	-7.9	-0.5	0.7	7.2	-0.3	0.8	23.9	1767	-2.9	1
O=C(OCCN1C(=O)c2ccccc2C1=O)c1cc(S(=O)(=O)N2CCOCC2)ccc1Cl	6.5	-3.2	-4.0	7.7	-0.8	1	3.7	1468	0.4	1
COc1cc([N+](=O)[O-])ccc1NC(=S)NC(=O)CC(C)(C)C	-7.0	1.0	3.1	-2.9	1.8	1	-0.6	1402	0.0	1
O=C(NC(=S)Nc1ccc(N2CCOCC2)c(Cl)c1)c1cccs1	15.1	-2.7	1.6	-10.2	-6.8	1	3.1	1387	-2.4	1
CC(=O)c1c(C(C)=O)c(C)n(-c2nc(-c3cccs3)c(C)s2)c1C	-11.2	-3.8	-0.1	-0.6	-0.4	0.9	7.2	1590	3.2	1
COC(=O)Nc1cc(C(F)(F)F)ccc1N1CCN(c2ccccc2)CC1	-2.1	0.9	-0.5	0.8	1.3	0.9	12.2	1521	-15.4	1
CCN(CC)CCOC(=O)C1(c2ccc(OC)c(OC)c2)CCCC1	-1.1	2.9	-7.7	5.9	15.0	1	-4.7	1662	5.4	1
COc1cccc(-n2nnc(S(=O)(=O)c3ccc(C)cc3)c2N)c1	-9.5	1.1	1.8	-2.3	3.1	1	-2.3	1610	-0.7	1
C=CCn1c(SCc2csc(C)n2)nc2sc3c(c2c1=O)CCCC3	-8.5	-9.8	-0.8	-6.2	-13.4	1.1	-10.7	1309	-3.1	1.1
CC(=O)Nc1cc2ccc(OC(C)=O)cc2oc1=O	-17.8	-8.7	-9.1	·	·	1	0.5	·	·	1.1
Cc1ccccc1OCCNC(=O)/C=C/c1ccccc1	-8.9	-5.6	-6.8	5.4	7.0	1	-1.1	1678	5.7	1.1
O=C(COc1c(Br)cc(Br)c2cccnc12)N1CCCCC1	-4.2	-4.2	0.2	8.4	4.5	1	-3.2	1831	3.3	1
CCCN(CC1CC1)C(=S)Nc1ccc(Oc2ccccc2)cc1	-15.9	-0.2	1.5	2.0	1.0	0.8	23.3	1477	-1.2	1
Cc1nc(C(F)(F)F)c(C(=O)NC(=O)Nc2ccc(OC(F)(F)F)cc2)s1	-0.2	-1.2	-0.5	8.8	6.2	0.9	9.7	1615	7.2	1
CCC1S/C(=N/C(=O)NC2CCCCC2)NC1=O (stereo not given)	-10.5	-3.0	10.2*	1.3	4.5	0.8	15.0	1584	-0.8	1
O=C(Nc1ccc(-c2nc3c(ccc4ccccc43)o2)cc1)c1ccco1	0.3	-1.0	-5.9	1.3	15.3	1	-3.4	1563	1.0	1
COc1cc2nc(C3CCC3)n(NC(=O)C3CCC(OC)CC3)c(=O)c2cc1OC (stereo not given)	-6.3	-0.9	-12.4	-1.9	-3.3	1	3.9	1398	-7.5	1
CCN1CCN(CCCNC(=O)C2c3ccccc3C(=O)N(C)C2c2ccc(OC)cc2)CC1 (stereo not given)	-8.4	-3.9	0.3	0.6	2.1	1	-1.8	1496	0.9	1
COC(=O)Cn1c(C)nc([N+](=O)[O-])c1Br	-1.6	-0.2	-2.9	5.1	1.9	1.1	-10.2	1619	-1.7	1
CCN(c1ccccc1)S(=O)(=O)c1cc(C(=O)Nc2cccc(Cl)c2)ccc1F	16.4	11.4	-1.5	2.6	-8.5	1	3.1	1489	-3.5	0.9
COc1ccc(CN2CCn3nc(C(=O)NC4CC4)cc3C2=O)cc1	1.3	2.7	0.6	-1.6	-4.9	1	-3.2	1529	1.3	1
Cc1ccc(CNC(=O)C(=O)NCCC2=CCCCC2)cc1	-15.4	-3.3	-0.9	5.4	6.0	1.1	-9.1	1570	2.8	1

Random excerpt: five compounds from above
SMILES	TNAP inh noacc	TNAP inh hiacc	HMGR II inh	PPARg SRC-1 ag	PPARg SRC-2 ag	bIAP activator	bIAP inhibitor	TR-FRET SRC-2 ct	PPARg SRC-3 ag	TNAP act hi DEA
Cc1cccc2cc(C#N)c(N3CCC(O)CC3)nc12	-0.7	-1.4	-0.7	2.6	-0.4	1.1	-12.7	1663	2.4	1
O=C(Nc1ccc(-c2nc3c(ccc4ccccc43)o2)cc1)c1ccco1	0.3	-1.0	-5.9	1.3	15.3	1	-3.4	1563	1.0	1
O=C(COc1ccc(Cl)cc1Cl)N1CCCC1	-17.2	-4.2	2.2	1.2	1.9	1	-2.2	1413	-1.5	1
COc1ccc(CN2CCn3nc(C(=O)NC4CC4)cc3C2=O)cc1	1.3	2.7	0.6	-1.6	-4.9	1	-3.2	1529	1.3	1
COC(=O)Nc1cc(C(F)(F)F)ccc1N1CCN(c2ccccc2)CC1	-2.1	0.9	-0.5	0.8	1.3	0.9	12.2	1521	-15.4	1

Source: PubChem (several laboratories)
